Screens as filed in PubChem BioAssay.
PKA-R2B act: activates the human PKA-R2B holoenzyme complex. 340,000 compounds, 0.079% hits. activation, % at 11.4 µM. PKA-R2B holoenzyme dissociation, Cy5-IP20 fluorescence polarization; R2B truncated from residue 108, S112A mutant; 0% DMSO only, 100% 113 µM cGMP;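 active means activation above a cutoff set at the mean over all compounds plus 3 SD, cut at about 18% in these data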;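 further: higher means more holoenzyme dissociation and a rise in polarization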
Target sequence (P31323 whole entry, looked up, other chains not shown, the tested form may be a part): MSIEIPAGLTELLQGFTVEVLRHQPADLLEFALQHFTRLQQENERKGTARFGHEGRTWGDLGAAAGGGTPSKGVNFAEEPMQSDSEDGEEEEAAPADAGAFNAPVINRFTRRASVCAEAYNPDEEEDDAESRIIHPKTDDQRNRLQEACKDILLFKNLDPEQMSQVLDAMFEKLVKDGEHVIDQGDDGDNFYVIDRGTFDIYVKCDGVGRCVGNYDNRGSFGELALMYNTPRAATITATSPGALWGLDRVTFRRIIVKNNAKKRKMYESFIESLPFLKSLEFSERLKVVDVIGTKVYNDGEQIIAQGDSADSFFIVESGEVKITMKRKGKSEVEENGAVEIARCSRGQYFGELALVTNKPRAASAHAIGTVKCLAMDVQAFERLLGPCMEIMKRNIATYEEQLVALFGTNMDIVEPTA
HTR5A ag ctr: HTR5A agonism, opioid heterodimer counter-screen. P47898. HTR5A agonist assay, luminescence, cell-based. activation, % at 9.3 µM. 340,000 compounds, 0.61% hits. AID 504692; in the data active means activation mostly above about 9.5%, no sharp cut-off; inactive means mostly below about 7.6%;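 further: 0% = cells with vehicle only and 100% = reference agonist; strong numbers were not always called active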
Target sequence (P47898 whole entry, looked up): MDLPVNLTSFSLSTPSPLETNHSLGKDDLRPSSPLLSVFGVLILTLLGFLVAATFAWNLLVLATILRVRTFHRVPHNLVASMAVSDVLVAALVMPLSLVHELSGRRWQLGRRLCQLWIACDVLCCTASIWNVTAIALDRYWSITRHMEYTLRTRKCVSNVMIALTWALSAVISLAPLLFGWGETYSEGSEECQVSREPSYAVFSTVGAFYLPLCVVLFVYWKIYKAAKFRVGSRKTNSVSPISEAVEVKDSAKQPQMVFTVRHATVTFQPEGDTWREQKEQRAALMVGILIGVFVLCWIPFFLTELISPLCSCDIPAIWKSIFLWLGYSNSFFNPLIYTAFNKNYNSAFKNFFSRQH
V-ATPase pH: alters yeast V-ATPase proton transport | AID 504577 | response, % at 10 µM | S. cerevisiae, pHLuorin cytosolic pH fluorescence | 350,000 compounds, 0.37% hits; in the data active means response mostly above about 7.3%, no sharp cut-off; inactive means mostly below about 5.4%; further: actives read high; inactives centre near 0; some compounds called inactive have numbers as strong as hits; reference of the scale not given here
PKA-R1A activ: activators of PKA-R1A complex; PKA-R1A dissociation, Cy5-IP20 fluorescence polarization; scaled: DMSO 0%, 113 µM cGMP 100%; activation, % at 11.4 µM; 340,000 compounds, 0.083% hits;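 active means percent activation above the mean of all tested compounds plus 3 SD, cut at about 19% in these data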;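 further: higher means more PKAc released from R1A so a rise in polarization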
DAGLB inhibitor: blocks human DAGLB lipase activity | HEK293T DAGLB membrane lysate, EnzChek fluorogenic substrate | Q8NCG7 | AID 504411 | 340,000 compounds, 0.059% hits | inhibition, % at 5.17 µM; in the data active means inhibition above about 34%;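 further: 0% = enzyme with vehicle and 100% = wells lacking enzyme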
HTR5A inv ctr: HTR5A inverse agonism, opioid heterodimer counter-screen; 340,000 compounds, 0.083% hits; inhibition, % at 9.3 µM; HTR5A cell line, luminescence; in the data active means inhibition mostly above about 23%, no sharp cut-off; inactive means mostly below about 18%;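 further: 0% = cells with DMSO and 100% = no-cell wells with DMSO; some compounds called inactive have numbers as strong as hits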
MOR-DOR inv ag: mu-delta opioid heterodimer inverse agonism; P35372+P41143; cell-based MOR-DOR heterodimer luminescence; inhibition, % at 9.3 µM; 340,000 compounds, 0.21% hits; AID 504357; in the data active means inhibition above about 22%, passing the limit was not always enough;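 further: 0% = cells with DMSO and 100% = wells without cells with DMSO; values of inactives mirror those of a sister screen read the other way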
Arrestin-AP2 inh: blocks beta-arrestin peptide binding to AP2 adaptin | FITC-arrestin peptide / GST-AP2 beads, flow cytometry; AP2 beta2 appendage carries R879A mutation | inhibition, % at 10 µM | 340,000 compounds, 0.31% hits;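 active means inhibition above a set limit, near 3 SD of compounds lacking own fluorescence, cut at about 54% in these data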;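 further: plate controls were DMSO wells for no effect and 5 µM unlabelled arrestin peptide for full effect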
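Test system: GST-tagged AP2 beta2-adaptin appendage (R879A) on 4 µm glutathione beads; also added: fluorescein-tagged arrestin peptide at 50 nM final; timing: 12 min plus 1 h, RT; signal: flow cytometry, FL1 (488/535 nm); read-out: percent drop in bead-associated FITC signal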
MOR-DOR ag: OPRM1-OPRD1 heterodimerization agonism | cells, luminescence | activation, % at 9.3 µM | 340,000 compounds, 0.3% hits | AID 504326; in the data active means activation above about 18%;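 further: 0% = vehicle-treated cells and 100% = reference agonist; values of inactives mirror those of a sister screen read the other way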
Pemphigus Ab inh: blocks pemphigus antibody binding to human desmoglein-3; 310,000 compounds, 0.48% hits; binding (percent of control), % at 10 µM; AID 588358; DSG3-coupled beads, scFv-anti-DSG3-GFP binding, flow cytometry; active compounds read low; P32926;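 active means binding more than 3 SD below its plate's average and above zero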;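 further: hits lower antibody fragment binding to DSG3; some compounds called inactive have numbers as strong as hits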
Active calls of the source: *.

`CC(C)(C)OC(=O)CC(S(=O)(=O)c1ccccc1)S(=O)(=O)c1ccccc1` gave PKA-R2B act 4, V-ATPase pH 1, PKA-R1A activ 6, DAGLB inhibitor -9 and Pemphigus Ab inh 103.
COC(=O)CN(c1ccc(F)cc1)S(=O)(=O)c1ccc2c(c1)OCCO2 was read as PKA-R2B act 1, HTR5A ag ctr 2, V-ATPase pH 2, PKA-R1A activ -5, DAGLB inhibitor 0, HTR5A inv ctr -15, MOR-DOR inv ag 13, Arrestin-AP2 inh 4, MOR-DOR ag -2.3 and Pemphigus Ab inh 103.
`O=C1NCC(COc2ccc(Cl)cc2)O1` (stereo not drawn) gave PKA-R2B act -7, HTR5A ag ctr 4, V-ATPase pH -3, PKA-R1A activ -8, DAGLB inhibitor 0, HTR5A inv ctr 3, MOR-DOR inv ag 15, Arrestin-AP2 inh 18, MOR-DOR ag -3.1 and Pemphigus Ab inh 94.
`O=C1CC(N2CCN(S(=O)(=O)c3cccc(C(F)(F)F)c3)CC2)C(=O)N1Cc1ccccc1` (stereo not drawn) gave PKA-R2B act -7, HTR5A ag ctr -4, V-ATPase pH -2, PKA-R1A activ -2, DAGLB inhibitor -1, HTR5A inv ctr -10, MOR-DOR inv ag -4, Arrestin-AP2 inh 0, MOR-DOR ag 0.7 and Pemphigus Ab inh 87.
For Cc1c(NC(=O)C(C)Oc2ccc(Br)cc2)c(=O)n(-c2ccccc2)n1C (stereo not drawn) the results were PKA-R2B act -7, HTR5A ag ctr -1, V-ATPase pH -2, PKA-R1A activ 9, DAGLB inhibitor -2, HTR5A inv ctr 3, MOR-DOR inv ag 8, Arrestin-AP2 inh 31, MOR-DOR ag -1.6 and Pemphigus Ab inh 92.
`COc1ccc(-c2nc(-c3ccc(NC(=O)c4ccncc4)cc3)no2)cc1OC` gave PKA-R2B act -19, HTR5A ag ctr 0, V-ATPase pH 4, PKA-R1A activ -3, DAGLB inhibitor -1, HTR5A inv ctr -1, MOR-DOR inv ag -25, Arrestin-AP2 inh 7, MOR-DOR ag 4.2 and Pemphigus Ab inh 93.
Cc1cccc(NC(=O)CSc2cccc[n+]2[O-])c1C was read as PKA-R2B act -6, HTR5A ag ctr 6, V-ATPase pH -3, PKA-R1A activ -5, DAGLB inhibitor 0, HTR5A inv ctr -22, MOR-DOR inv ag 19, Arrestin-AP2 inh 0, MOR-DOR ag -4.4 and Pemphigus Ab inh 95.
For Cc1ccc(Sc2ncccc2C(=O)O)c(C)c1 the results were PKA-R2B act 8, HTR5A ag ctr 7, V-ATPase pH 3, PKA-R1A activ 7, DAGLB inhibitor 0, HTR5A inv ctr 32, MOR-DOR inv ag 3, Arrestin-AP2 inh -9, MOR-DOR ag -0.8 and Pemphigus Ab inh 101.
Screening CCCCc1c(O)nc(SC2CC(=O)N(c3ccc(C(=O)OCC)cc3)C2=O)[nH]c1=O (stereo not drawn) returned PKA-R2B act -4, HTR5A ag ctr 4, V-ATPase pH -2, PKA-R1A activ -1, DAGLB inhibitor 2, HTR5A inv ctr 15, MOR-DOR inv ag 14, Arrestin-AP2 inh -3, MOR-DOR ag -2.5 and Pemphigus Ab inh 107.
For Cc1ccc(N2C(=O)CCSC23C(=O)Nc2ccccc23)cc1 (stereo not drawn) the results were PKA-R2B act -5, HTR5A ag ctr 0, V-ATPase pH 3, PKA-R1A activ -3, DAGLB inhibitor 1, HTR5A inv ctr 26, MOR-DOR inv ag 5, Arrestin-AP2 inh 0, MOR-DOR ag -1.0 and Pemphigus Ab inh 102.
Cc1cc(C(=O)CN2CCCC2)c(C)n1-c1ccc(Cl)cc1 was read as PKA-R2B act -11, HTR5A ag ctr 2, V-ATPase pH -1, PKA-R1A activ -11, DAGLB inhibitor -1, HTR5A inv ctr -5, MOR-DOR inv ag 16, Arrestin-AP2 inh 10, MOR-DOR ag -3.2 and Pemphigus Ab inh 117.
Screening O=C(c1ccccc1)C(Sc1ncn[nH]1)c1ccccc1 (stereo not drawn) returned PKA-R2B act 1, HTR5A ag ctr 3, V-ATPase pH -1, PKA-R1A activ -7, DAGLB inhibitor -2, HTR5A inv ctr -7, MOR-DOR inv ag 18, Arrestin-AP2 inh -1, MOR-DOR ag -3.7 and Pemphigus Ab inh 99.
For COCCNC(=O)CSCc1nc(-c2ccc(SC)cc2)oc1C the results were PKA-R2B act -7, HTR5A ag ctr 1, V-ATPase pH 3, PKA-R1A activ -13, DAGLB inhibitor 4, HTR5A inv ctr 1, MOR-DOR inv ag 8, Arrestin-AP2 inh 6, MOR-DOR ag -1.6 and Pemphigus Ab inh 111.
For O=C(N/N=C/c1ccc(C(=O)O)cc1)C1=NNC(c2ccccc2)(c2ccccc2)C1 the results were PKA-R2B act 8, HTR5A ag ctr 5, V-ATPase pH -1, PKA-R1A activ -3, DAGLB inhibitor -2, HTR5A inv ctr -6, MOR-DOR inv ag 12, Arrestin-AP2 inh 2, MOR-DOR ag -1.7 and Pemphigus Ab inh 103.
CCOc1ccc(NC(=O)N2CCN(CC)CC2)cc1 was read as PKA-R2B act -3, HTR5A ag ctr 0, V-ATPase pH 0, PKA-R1A activ 3, DAGLB inhibitor -3, HTR5A inv ctr 7, MOR-DOR inv ag 8, Arrestin-AP2 inh -13, MOR-DOR ag -1.4 and Pemphigus Ab inh 95.
Screening NC(=O)CC[C@H](NC(=O)c1ccc(F)cc1)C(=O)OCC(=O)Nc1ccc(N2CCOCC2)cc1 returned PKA-R2B act 0, HTR5A ag ctr 3, V-ATPase pH 1, PKA-R1A activ 2, DAGLB inhibitor 0, HTR5A inv ctr -9, MOR-DOR inv ag 11, Arrestin-AP2 inh 4 and MOR-DOR ag -2.1.
CCCC(=O)Nc1ccc(-c2csc(N/N=C\c3ccncc3)n2)cc1 was read as PKA-R2B act 4, HTR5A ag ctr 9, V-ATPase pH 1, PKA-R1A activ 1, DAGLB inhibitor -9, HTR5A inv ctr -30, MOR-DOR inv ag -27, Arrestin-AP2 inh 17, MOR-DOR ag 5.2 and Pemphigus Ab inh 109.
O=C(Nc1cccc(C(F)(F)F)c1)C1CCCN1S(=O)(=O)c1cccc2cccnc12 (stereo not drawn) was read as PKA-R2B act -20, HTR5A ag ctr 2, V-ATPase pH -1, PKA-R1A activ -2, DAGLB inhibitor -7, HTR5A inv ctr 0, MOR-DOR inv ag 7, Arrestin-AP2 inh 3, MOR-DOR ag -1.2 and Pemphigus Ab inh 102.
`CSc1nc(C)[nH]c(=O)c1C#N` gave PKA-R2B act 7, HTR5A ag ctr 6, V-ATPase pH 3, PKA-R1A activ -7, DAGLB inhibitor 1, HTR5A inv ctr 7, MOR-DOR inv ag -5, Arrestin-AP2 inh -5 and MOR-DOR ag 0.9.
For O=C(O)CC(CCc1ccccc1)OC1OC(CO)C(O)C(O)C1O (stereo not drawn) the results were PKA-R2B act -5, HTR5A ag ctr -3, V-ATPase pH 2, PKA-R1A activ -1, DAGLB inhibitor -1, HTR5A inv ctr -19, MOR-DOR inv ag 2, Arrestin-AP2 inh 19, MOR-DOR ag -0.3 and Pemphigus Ab inh 92.
For Cc1cc(C(=O)N/N=C/c2cn[nH]c2-c2ccccc2)cs1 the results were PKA-R2B act 13, HTR5A ag ctr 2, V-ATPase pH 0, PKA-R1A activ -4, DAGLB inhibitor 2, HTR5A inv ctr 1, MOR-DOR inv ag -5, Arrestin-AP2 inh 11 and MOR-DOR ag 1.0.
COc1ccccc1C(=O)NC(=O)CSc1nnc2ccccn12 was read as PKA-R2B act -1, HTR5A ag ctr 2, V-ATPase pH 9, PKA-R1A activ -7, DAGLB inhibitor 1, HTR5A inv ctr -4, MOR-DOR inv ag 3, Arrestin-AP2 inh 27, MOR-DOR ag -0.6 and Pemphigus Ab inh 105.
Screening Cc1cc2c(c(=O)n1Cc1cccnc1)C(c1ccccc1)C(C#N)=C(N)O2 (stereo not drawn) returned PKA-R2B act 7, HTR5A ag ctr -3, V-ATPase pH 4, PKA-R1A activ -12, DAGLB inhibitor -2, HTR5A inv ctr 8, MOR-DOR inv ag 19, Arrestin-AP2 inh 3, MOR-DOR ag -3.4 and Pemphigus Ab inh 104.
Cc1ccnn1CCC(=O)N1CCCC(CCC(=O)N2CCN(c3ccccn3)CC2)C1 (stereo not drawn) was read as PKA-R2B act 2, HTR5A ag ctr -1, V-ATPase pH -3, PKA-R1A activ -4, DAGLB inhibitor 3, HTR5A inv ctr 12, MOR-DOR inv ag 14, Arrestin-AP2 inh 14, MOR-DOR ag -2.8 and Pemphigus Ab inh 98.
`COc1ccc(CSC(=S)NNc2ccccc2)cc1` gave PKA-R2B act -2, V-ATPase pH 0, PKA-R1A activ -1, DAGLB inhibitor -5 and Pemphigus Ab inh 107.
Screening O=C(O)c1ccccc1-n1cnnn1 returned PKA-R2B act -6, HTR5A ag ctr 4, V-ATPase pH -2, PKA-R1A activ -19, DAGLB inhibitor 1, HTR5A inv ctr -10, MOR-DOR inv ag 8, Arrestin-AP2 inh 1, MOR-DOR ag -1.6 and Pemphigus Ab inh 105.
Screening O=C1N=C(N2CCOCC2)S/C1=C\c1cccs1 returned PKA-R2B act 0, HTR5A ag ctr 4, V-ATPase pH -2, PKA-R1A activ -13, DAGLB inhibitor 0, HTR5A inv ctr -10, MOR-DOR inv ag -2, Arrestin-AP2 inh 29, MOR-DOR ag 0.4 and Pemphigus Ab inh 106.
`CCCCn1c(N)c(N(CC(C)C)C(=O)c2cc(C)nc3ccccc23)c(=O)[nH]c1=O` gave PKA-R2B act 1, HTR5A ag ctr 1, V-ATPase pH 3, PKA-R1A activ 6, DAGLB inhibitor 2, HTR5A inv ctr -15, MOR-DOR inv ag 6, Arrestin-AP2 inh 29, MOR-DOR ag -1.0 and Pemphigus Ab inh 92.
Screening O=C(Nc1nnc(-c2ccco2)o1)c1ccc(Cl)s1 returned PKA-R2B act -2, HTR5A ag ctr 3, V-ATPase pH 1, PKA-R1A activ -3, DAGLB inhibitor 5, HTR5A inv ctr 6, MOR-DOR inv ag 13, Arrestin-AP2 inh 39 and MOR-DOR ag -2.5.
For COc1ccc(C(=O)NC2CCN(S(=O)(=O)c3ccc(F)cc3)CC2)cc1 the results were PKA-R2B act 10, HTR5A ag ctr -1, V-ATPase pH -1, PKA-R1A activ 8, DAGLB inhibitor -2, HTR5A inv ctr 2, MOR-DOR inv ag 4, Arrestin-AP2 inh 1, MOR-DOR ag -0.8 and Pemphigus Ab inh 109.
Cc1cn(C(=O)c2ccccc2)c(=S)n1-c1ccc(Cl)cc1 was read as PKA-R2B act -4, HTR5A ag ctr 1, V-ATPase pH 0, PKA-R1A activ -1, DAGLB inhibitor -8, HTR5A inv ctr 8, MOR-DOR inv ag -3, Arrestin-AP2 inh 19, MOR-DOR ag 0.7 and Pemphigus Ab inh 102.

A section of the results above:
`COc1ccc(CSC(=S)NNc2ccccc2)cc1` gave PKA-R2B act -2, V-ATPase pH 0, PKA-R1A activ -1, DAGLB inhibitor -5 and Pemphigus Ab inh 107.
Screening O=C(O)c1ccccc1-n1cnnn1 returned PKA-R2B act -6, HTR5A ag ctr 4, V-ATPase pH -2, PKA-R1A activ -19, DAGLB inhibitor 1, HTR5A inv ctr -10, MOR-DOR inv ag 8, Arrestin-AP2 inh 1, MOR-DOR ag -1.6 and Pemphigus Ab inh 105.
